Source: PubChem (National Center for Advancing Translational Sciences (NCATS))
HP1b binding inh: HP1-beta chromodomain-methylated histone interaction inhibition. P83916. AlphaScreen HP1-beta / biotin-H3K9me3 peptide binding. Potency, µM (highest dose often 114 µM), without a hit: top-dose activity change, negative = inhibition, hits mostly inhibitors. 390,000 tested, 0.56% active. AID 540317; also: nearly all actives have a fitted effect of over 70% in size; inactives centre near 23
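HP1-beta protein (50 nM final) preincubated 30 min at room temperature with biotinylated H3(1-18)K9me3 peptide (50 nM) in PBS pH 7.4, 0.01% Tween-20, then compound added for 30 min. AlphaScreen streptavidin donor/nickel chelate acceptor beads (10 ug/mL final), 30 min dark, luminescence read.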
GLS inh: blocks human kidney-isoform glutaminase activity; Potency, µM (series often up to 45.5 µM), without a hit: at the top dose activity change, negative = inhibition, most hits filed as inhibitors; GLS enzymatic activity, qHTS titration; 410,000 tested, 0.21% active; also: % is scaled to controls: 0 for no effect and ±100 for the full control effect
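Read-out is an Amplex red fluorescence increase coupled through glutamate oxidase and HRP, measured before and after 30 min room-temperature incubation. hKGA is in 45 mM KH2PO4 (pH 8.2) with 0.02% Tween-20; glutamine added as 1mM solution.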
POLI inh: DNA polymerase iota (human) inhibition | Potency, µM (top dose mostly 115 µM), for the others: at the top dose activity, negative = inhibition, most hits filed as inhibitors | 390,000 tested, 1% active | Q9UNA4 | Pol iota fluorescent replication assay, 10 min
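Pol iota at 10 nM preincubated 15 min with compounds at room temperature; reaction started with fluorescent substrate, 50 nM final. Fluorescence read kinetically at 0 and 10 min; buffer-only wells as negative control.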
G9a block: inhibitors of human histone lysine methyltransferase G9a. G9a H3K9 monomethylation, AlphaScreen, 2 h. Potency, µM (top dose mostly 102 µM), for inactives: at the highest dose activity, negative = inhibition, most hits filed as inhibitors. 350,000 tested, 8.8% active; also: % is scaled to controls: 0 for no effect and ±100 for the full control effect; nearly all actives have a fitted effect of over 75% in size
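Compounds were preincubated with 20 nM G9a for 15 min, after which biotinylated H3K9 peptide (500 nM) and SAM (20 uM) started a 2 h room-temperature reaction. Monomethylated product was quantified by antibody-based AlphaScreen chemiluminescence.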
PGK inhibitor: blocks T. brucei phosphoglycerate kinase. P07378. PGK/GAPDH coupled, Kinase-Glo luminescence, 60 min. Potency, µM (highest dose often 57.5 µM), for the others: top-dose activity change, negative = inhibition, usual class: inhibitors. 380,000 tested, 0.043% active. AID 602233; also: % is scaled to controls: 0 for no effect and ±100 for the full control effect; nearly all actives have a fitted effect of over 60% in size
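Recombinant glycosomal PGK reaction used 1,3-bisphosphoglycerate generated in-well by GAPDH (100nM final) in 100mM TEA pH 7.6, 5mM MgCl2, 0.01% Tween-20. After 60 minutes at room temperature, ATP was read by Kinase-Glo Plus luminescence end-point.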
Pin1 inh: human Pin1 inhibition | Q13526 | Pin1 FP peptide displacement, HiFluor488, 10 min | Potency, µM (series often up to 115 µM), inactives show top-dose activity, negative = inhibition, actives largely listed as inhibitors | 390,000 tested, 0.009% active; active = well fitted inhibition curve with a large enough effect in the polarisation, with a control signal flat, not every such curve was filed as active; inconclusive = small, poorly fitted or top-dose-only effect, or effect the other way, or a change in a side signal; inactive = no such curve, though single readings can be large or run the other way; the % refers to the polarisation; also: % is scaled to controls: 0 for no effect and ±100 for the full control effect
JMJD2A Tudor: blocks the human JMJD2A Tudor domain | AlphaScreen JMJD2A-Tudor / H3K4me3 peptide binding | O75164 | Potency, µM (series often up to 114 µM), without a hit: at the highest dose activity change, negative = inhibition, hits mostly inhibitors | 390,000 tested, 4.4% active | AID 504339; also: % is scaled to controls: 0 for no effect and ±100 for the full control effect; nearly all actives have a fitted effect of over 50% in size
BAZ2B inh: inhibitors of human BAZ2B bromodomain; AlphaScreen BAZ2B-H3K14Ac peptide displacement; Potency, µM (titrated, usually from 114 µM), for the others: top-dose activity change, negative = inhibition, most hits filed as inhibitors; 360,000 tested, 4.4% active; also: % is scaled to controls: 0 for no effect and ±100 for the full control effect; nearly all actives have a fitted effect of over 60% in size
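Compounds, titrated to a top concentration of 110 uM, were incubated 30 min at room temperature with preformed BAZ2B/acetyl-K14 H3 peptide complex (50 nM each). Proximity signal was measured by AlphaScreen after 20 min with beads.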
BLM helicase inh: inhibitors of human Bloom syndrome helicase BLM; AID 2528; recombinant BLM DNA unwinding, fluorescence dequenching; P54132; Potency, µM (titrated, usually from 56.1 µM), inactives show top-dose activity change, negative = inhibition, actives largely listed as inhibitors; 350,000 tested, 0.2% active;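 also: plate controls were vehicle for no effect and no enzyme for full effect; nearly all actives have a fitted effect of over 35% in size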
Target sequence (P54132 whole entry, looked up): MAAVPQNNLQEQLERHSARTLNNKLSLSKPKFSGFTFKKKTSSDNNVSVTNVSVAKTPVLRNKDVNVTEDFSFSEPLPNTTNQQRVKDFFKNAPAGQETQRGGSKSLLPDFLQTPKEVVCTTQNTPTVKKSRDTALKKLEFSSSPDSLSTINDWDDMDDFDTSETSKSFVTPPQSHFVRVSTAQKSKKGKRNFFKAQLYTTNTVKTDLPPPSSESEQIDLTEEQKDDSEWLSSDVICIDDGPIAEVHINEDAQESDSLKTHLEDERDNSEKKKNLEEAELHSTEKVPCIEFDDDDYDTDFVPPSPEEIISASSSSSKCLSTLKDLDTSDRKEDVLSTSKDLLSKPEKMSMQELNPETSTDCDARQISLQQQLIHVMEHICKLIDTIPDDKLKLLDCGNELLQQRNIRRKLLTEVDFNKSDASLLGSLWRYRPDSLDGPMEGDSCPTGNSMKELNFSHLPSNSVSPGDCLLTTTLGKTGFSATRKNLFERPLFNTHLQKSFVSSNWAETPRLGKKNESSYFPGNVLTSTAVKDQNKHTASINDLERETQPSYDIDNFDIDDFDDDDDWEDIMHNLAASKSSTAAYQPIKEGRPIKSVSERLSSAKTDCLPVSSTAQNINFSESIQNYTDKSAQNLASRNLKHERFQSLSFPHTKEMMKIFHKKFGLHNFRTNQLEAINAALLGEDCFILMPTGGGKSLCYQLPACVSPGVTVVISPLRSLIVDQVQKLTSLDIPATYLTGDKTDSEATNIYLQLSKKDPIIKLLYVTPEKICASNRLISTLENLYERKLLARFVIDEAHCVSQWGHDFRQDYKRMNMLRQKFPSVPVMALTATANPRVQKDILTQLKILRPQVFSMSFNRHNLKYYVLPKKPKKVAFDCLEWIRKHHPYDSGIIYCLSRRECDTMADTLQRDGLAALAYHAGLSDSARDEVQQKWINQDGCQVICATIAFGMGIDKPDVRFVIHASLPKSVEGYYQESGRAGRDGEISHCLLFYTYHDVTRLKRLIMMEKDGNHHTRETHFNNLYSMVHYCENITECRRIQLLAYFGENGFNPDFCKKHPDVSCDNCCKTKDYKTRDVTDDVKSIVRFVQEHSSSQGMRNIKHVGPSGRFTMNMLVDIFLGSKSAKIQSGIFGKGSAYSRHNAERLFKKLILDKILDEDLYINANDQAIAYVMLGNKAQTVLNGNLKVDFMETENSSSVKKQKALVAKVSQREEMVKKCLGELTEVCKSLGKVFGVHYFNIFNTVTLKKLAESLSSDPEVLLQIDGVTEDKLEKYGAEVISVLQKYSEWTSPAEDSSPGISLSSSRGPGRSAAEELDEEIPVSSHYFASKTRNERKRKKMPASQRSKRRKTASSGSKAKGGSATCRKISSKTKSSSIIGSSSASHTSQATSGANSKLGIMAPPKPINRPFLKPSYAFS
* = called active by the depositor; i = inactive; ? = inconclusive; / = not tested or not shown; & = joins results of further samples; [ ] = dose if it differs, or a comment. Unless noted, calls follow the shape of the dose curve; as a rule, active = well fitted curve in the direction sought with a large enough effect; inconclusive = small, poorly fitted or top-dose-only effect, or another doubt; inactive = no such curve, though single readings can be large; an effect the other way counts as inactive or inconclusive. Potency is read from the fitted curve at half-maximal effect. These rows are one share of the data (hit frequency here may not be typical).

SMILES	HP1b binding inh	GLS inh	POLI inh	G9a block	PGK inhibitor	Pin1 inh	JMJD2A Tudor	BAZ2B inh	BLM helicase inh
COc1ccc(CNC(=O)Cc2c(C)c3c(cc(C)c4c(C)coc43)oc2=O)cc1	35%	-1%	19%	5%[59 µM]	-6%	-11%	-8%	-7%	1%
Cc1cccc(C(=O)Nc2ccc(C(=O)N/N=C/c3ccc(C)o3)cc2)c1	28%	-3%	55%[activator]	?	0%	4%	-16%	1%	-1%
Cc1ccc(S(=O)(=O)N2CCC(C(=O)OCC(=O)NCCc3ccccc3)CC2)cc1C	28%	1%	6%	-4%[0.501 µM]	0%	-4%	-14%	0%	/
CCCCC(Sc1nc2cc3c(cc2c(=O)n1CCCC(=O)NCc1ccc(OC)cc1)OCO3)C(=O)OCC (configuration not stated)	38%	-7%	-17%	4%[59 µM]	-6%	5%	-13%	3%	-10%
Cc1ccc(S(=O)(=O)CCC(=O)OCC(=O)N2CCN(S(=O)(=O)c3ccc(Cl)cc3)CC2)cc1	22%	-7%	35%[activator]	56%[activator]	-4%	-6%	1%	-13%	-5%
CC(c1ccccc1C(O)(c1ccccc1)c1ccccc1)N(C)C (configuration not stated)	23%	-16%	22%	37%[59 µM]	-14%	0%	-10%	8%	1%
CCOC(=O)c1[nH]c2ccccc2c1NC(=O)c1cc(OC)c(OC)c(OC)c1	21%	4%	29%	/	/	2%	-20%	/	/
CCn1nc(C)cc1C(=O)N1CCCC(N2CCN(Cc3ccc4c(c3)OCO4)CC2)C1 (configuration not stated)	49%[activator]	-3%	28%	22%	i	-7%	0%	-16%	0%
CCn1c(CNC(=O)c2ccccc2F)nnc1SCC(=O)Nc1nncs1	50%[activator]	-2%	-10%	-3%	8%	0%	-20%	-24%	0%
Nc1nc(NCc2ccco2)nc(Nc2cccc(F)c2)c1[N+](=O)[O-]	30%	-2%	97%[activator]	/	-2%	-2%	-3%	19%	-8%
CCCn1c(=O)c2sccc2n2c(CCCC(=O)Nc3ccc(Oc4ccc(Cl)cc4)cc3)nnc12	58%[activator]	-9%	27%	7%[59 µM]	8%	35%[activator]	-18%	7%	-3%
C/C(=N\NC(=O)Cc1cccn1C)c1ccc([N+](=O)[O-])cc1	-1%	0%	?	/	1%	4%	?	?	-9%
CCCN(c1ccccc1CC)S(=O)(=O)c1ccc2c(c1)CC(C)N2C(=O)C1CC1 (configuration not stated)	50%[activator]	4%	20%	-32%[59 µM]	/	34%[activator]	-7%	-12%	-9%
COc1ccc(C(C)NC(=O)c2ccoc2C)cc1OC (configuration not stated)	25%	2%	2%[58.9 µM]	17%[12.7 µM]	-1%	1%	3%	-6%	2%
CCN(CC(=O)Nc1c(F)cccc1F)C(=O)c1ccc(NC(=O)CC2SC(N3CCCC3)=NC2=O)cc1 (configuration not stated)	38%	2%	-9%	9%[0.501 µM]	-3%	4%	-7%	-20%	/
COC(=O)c1ccc(NC(=O)CCN2C(=O)NC(C)(C)C2=O)cc1	36%	-8%	-82%	27%[2.33 µM]	-5%	0%	9%	12%	/
CCN1CCN(c2c(C=O)c(Cl)nc3ccc(OC)cc23)CC1	2%	1%	-7%	19%[0.501 µM]	0%	6%	-31%	-11%	7%
COc1ccc(-c2nc(-c3ccncc3)no2)c(OC)c1	46%[activator]	10%	18%	/	5%	5%	-2%	20%	-1%
O=C(O)c1ccc(/C=N/NC(=O)c2ccc(Br)cc2)cc1	16%	3%	10%	14%[59 µM]	-1%	-3%	-16%	1%	-2%
CCCCN(CC)CCNC(=O)CN(C)S(=O)(=O)c1ccc2c(c1)c(=O)n(C)c(=O)n2C	2%	9%	16%	2%[0.501 µM]	-3%	-5%	-19%	?	-1%
Cc1sc2c(c1C)c(=O)n(CCc1ccccc1)c(=O)n2Cc1ccccc1Cl	77%[activator]	1%	18%	28%[59 µM]	/	1%	-8%	33%	-4%
COc1cc(CN2C(=O)C(NC(=O)c3ccco3)(C(F)(F)F)C3=C2CC(C)(C)CC3=O)cc(OC)c1 (configuration not stated)	6%	4%	-4%	?	-2%	1%	-11%	-8%	-16%
Oc1ccccc1C1=Nc2ccccc2N=C(c2cccs2)C1	115%[activator]	-5%	-4%	/	-9%	27%	12%	27%	-2%
COC(=O)c1ccccc1NC(=O)COC(=O)/C=C/c1cccs1	23%	-2%	101%[activator]	/	-4%	0%	-7%	/	/
O=C(NC(N1CCOCC1)C(Cl)(Cl)Cl)c1ccccc1Cl (configuration not stated)	28%	-1%	-3%	20%	-6%	1%	-1%	0%	-2%
COc1ccc(NC(=O)ON=C2c3ccccc3-c3ccccc32)cc1	16%	21%	2%	25µM*	-11%	-7%	-15%	17%	3%
CN(C)c1ccc(/C=N\NC(=O)c2csnn2)cc1	27%	34%[activator]	?	3%[0.0925 µM]	-8%	?	-6%[57.1 µM]	8%	-5%
COc1ccc(N(C(C)C(=O)N/N=C/c2cccnc2)S(C)(=O)=O)cc1 (configuration not stated)	24%	-2%	10%	-28%	-3%	-4%	-15%	8%	-1%
OC(COc1ccc(Cl)cc1)CN1CCN(c2ccccc2)CC1 (configuration not stated)	14%	19%	?	9%[2.33 µM]	-1%	0%	-20%	-39%	-2%
COCc1cc(C)nc(SCc2ccc(Br)cc2)c1C#N	285%[activator]	8%	16%	/	-8%	1%	185%[activator]	/	/
Cc1ccc(C(c2nnnn2CS(=O)(=O)c2ccc(C)cc2)N2CCC(C(N)=O)CC2)cc1 (configuration not stated)	40%[activator]	3%	15%	-9%[59 µM]	3%	-7%	3%	35%[activator]	-3%
Cc1ccc(CN2CC(C(=O)NCCCn3nc(C)cc3C)CC2=O)cc1 (configuration not stated)	22%	-10%	12%	/	-7%	2%	-6%	/	/
O=C(Nc1cccc(Cl)c1N1CCOCC1)c1cc([N+](=O)[O-])ccc1N1CCOCC1	4%	-9%	16%	/	i	1%	?	?	-1%
Cc1sc2ncnc(Sc3ccccc3C(=O)Nc3ccc(C#N)cc3)c2c1C	12%	-1%	-16%	?	i	36%[activator]	-16%	-28%	-12%
CCc1ccccc1NC(=O)C1=CC(c2ccc(OC)c(OC)c2)=NS(=O)(=O)N1C	19%&38%	-1%&2%	-3%&22%	11%	2%	10%&5%	-14%&3%	3%&1%	0%&-2%
Cc1occc1C(=O)N/N=C/c1ccccc1[N+](=O)[O-]	20%	-1%	-3%	?	-8%	4%	-2%	-3%	-1%
CCc1cc2cc3c(cc2nc1SCC(=O)Nc1cc(C)on1)OCO3	25%	10%	5%	-33%[12.7 µM]	-6%	1%	-12%	-1%	-4%
Cc1sc2nc(C(C)(C)C)oc(=O)c2c1C	22%	-2%	11%	-12%[12.7 µM]	10%	-17%	3%	-1%	-3%
COCc1ccc(-c2ccc3c(c2)c(C#Cc2ccsc2)c(-c2cc(OC)cc(OC)c2)n3C)cc1	41%[activator]	5%	2%	9%[0.501 µM]	-8%	42%[activator]	-14%	0%	/
COC(=O)c1sc(NC(=O)CSc2nncs2)c(C(=O)OC)c1C	22%	11%	15%	-6%	5%	29%	-21%	-33%	-4%
CC(C)Cn1c(CN2CCN(c3cccc(Cl)c3)CC2)nc2c1c(=O)[nH]c(=O)n2C	46%	2%	24%	-32%[59 µM]	-3%	-1%	?	-1%	-3%
COCCc1nn2c(=O)cc(COC(=O)c3ccc(OC)c(OC)c3)nc2s1	-11%	10%	3%	7%[59 µM]	-6%	3%	-27%	-8%	0%
Cc1ccc(NS(=O)(=O)c2cccc(C(=O)NCC3(N(C)C)CCCCC3)c2)cc1	36%	9%	5%	-8%	-9%	-3%	-5%	-3%	2%
CC(C)Oc1ccc(C(=O)NCC(=O)O)cc1	33%	58%[activator]	2%	/	i	-3%	6%	-4%	1%

Five compounds picked at random from the list so far, as already listed:
SMILES	HP1b binding inh	GLS inh	POLI inh	G9a block	PGK inhibitor	Pin1 inh	JMJD2A Tudor	BAZ2B inh	BLM helicase inh
O=C(Nc1cccc(Cl)c1N1CCOCC1)c1cc([N+](=O)[O-])ccc1N1CCOCC1	4%	-9%	16%	/	i	1%	?	?	-1%
Cc1ccc(NS(=O)(=O)c2cccc(C(=O)NCC3(N(C)C)CCCCC3)c2)cc1	36%	9%	5%	-8%	-9%	-3%	-5%	-3%	2%
Cc1ccc(CN2CC(C(=O)NCCCn3nc(C)cc3C)CC2=O)cc1 (configuration not stated)	22%	-10%	12%	/	-7%	2%	-6%	/	/
COCc1ccc(-c2ccc3c(c2)c(C#Cc2ccsc2)c(-c2cc(OC)cc(OC)c2)n3C)cc1	41%[activator]	5%	2%	9%[0.501 µM]	-8%	42%[activator]	-14%	0%	/
COCCc1nn2c(=O)cc(COC(=O)c3ccc(OC)c(OC)c3)nc2s1	-11%	10%	3%	7%[59 µM]	-6%	3%	-27%	-8%	0%
